MITF inh – human MITF inhibition, primary screen; AlphaScreen MITF homodimerization, bead proximity signal; inhibition, % at 2.6 µM; actives 0.91% (n = 650,000); in the data active means inhibition above about 50%;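 further: 0% = vehicle wells with protein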
FBW7 act – activators of human E3 ligase FBW7. Q969H0. AlphaScreen FBW7–phospho-cyclin E peptide binding, activator screen. normalized activity (activation), % at 26.1 µM. actives 0.13% (n = 650,000); in the data active means normalized activity above about 1.9%;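 further: purified mutant Fbw7 with reduced substrate affinity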
Target sequence (Q969H0 whole entry, looked up): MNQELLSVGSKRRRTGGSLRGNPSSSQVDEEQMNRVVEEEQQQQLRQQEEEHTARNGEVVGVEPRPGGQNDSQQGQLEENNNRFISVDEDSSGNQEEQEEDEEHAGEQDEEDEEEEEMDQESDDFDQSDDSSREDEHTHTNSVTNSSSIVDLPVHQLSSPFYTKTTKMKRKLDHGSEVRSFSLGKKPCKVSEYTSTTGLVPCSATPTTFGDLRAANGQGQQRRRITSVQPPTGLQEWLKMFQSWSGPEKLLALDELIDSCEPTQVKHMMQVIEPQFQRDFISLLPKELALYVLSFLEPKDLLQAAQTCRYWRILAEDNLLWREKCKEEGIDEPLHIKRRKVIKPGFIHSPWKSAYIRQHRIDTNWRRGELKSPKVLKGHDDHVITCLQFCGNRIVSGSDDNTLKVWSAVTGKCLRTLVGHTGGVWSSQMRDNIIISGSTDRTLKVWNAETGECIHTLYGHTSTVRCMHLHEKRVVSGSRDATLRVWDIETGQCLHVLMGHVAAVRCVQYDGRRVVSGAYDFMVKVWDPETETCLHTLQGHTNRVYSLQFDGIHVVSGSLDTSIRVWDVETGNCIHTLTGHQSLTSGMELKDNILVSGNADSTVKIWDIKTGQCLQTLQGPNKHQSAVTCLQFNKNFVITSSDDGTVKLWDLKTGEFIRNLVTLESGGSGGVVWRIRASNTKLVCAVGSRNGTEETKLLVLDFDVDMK
TEAD-YAP block – TEAD-YAP interaction inhibition; HEK-TIYL cells, TEAD-Gal4/YAP UAS-luciferase luminescence; inhibition, % at 9.12 µM; actives 1.4% (n = 640,000); AID 1259422; in the data active means inhibition above about 32%;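 further: 0% = median of test compound wells and 100% = reference inhibitor wells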
GPR151 ag – activates the human receptor GPR151 | Q8TDV0 | PathHunter beta-arrestin GPR151 cells, luminescence | activation, % at 11.2 µM | actives 1% (n = 650,000) | AID 1508602; in the data active means activation above about 4.9%;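 further: 0% = median of compound wells and 100% = cells with positive control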
Target sequence (Q8TDV0 whole entry, looked up): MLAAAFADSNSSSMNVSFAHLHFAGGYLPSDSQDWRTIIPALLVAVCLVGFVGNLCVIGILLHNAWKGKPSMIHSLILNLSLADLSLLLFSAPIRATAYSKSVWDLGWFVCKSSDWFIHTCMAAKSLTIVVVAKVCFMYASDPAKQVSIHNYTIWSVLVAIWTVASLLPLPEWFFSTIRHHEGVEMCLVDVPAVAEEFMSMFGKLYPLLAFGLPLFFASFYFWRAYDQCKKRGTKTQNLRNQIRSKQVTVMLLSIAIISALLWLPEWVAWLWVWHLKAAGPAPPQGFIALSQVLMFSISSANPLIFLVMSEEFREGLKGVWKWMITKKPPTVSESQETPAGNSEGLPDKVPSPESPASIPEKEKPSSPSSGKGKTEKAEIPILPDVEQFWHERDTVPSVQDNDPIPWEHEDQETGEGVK
Active calls of the source: *.

How did CCCCS(=O)(=O)c1sc2nc(-c3cccs3)cc(C(F)(F)F)c2c1N do in these assays?
MITF inh: 5; FBW7 act: 0.3; TEAD-YAP block: 5; GPR151 ag: -1.9

How did CC(C)NC(=O)C1CCN(C(=O)N2CC(C)Oc3ccc(Cl)cc32)CC1 (stereo not given) do in these assays?
MITF inh: 0; FBW7 act: -0.2; TEAD-YAP block: 2; GPR151 ag: -1.0

Results for CC1=C(C(=O)OC(C)(C)C)C(c2cccc(Cl)c2)NC(=O)N1 (stereo not given) ?
MITF inh: 14; FBW7 act: 0.1; TEAD-YAP block: -4; GPR151 ag: -1.6

How did COc1ccc(-c2csc3nnc(SCC(=O)c4ccc(NC(C)=O)cc4)n23)cc1 do in these assays?
MITF inh: -2; FBW7 act: 0.1; TEAD-YAP block: 12; GPR151 ag: 0.5

Results for Cc1ccc2nc3c(cc(C(=O)NC4CCCC4)c(=N)n3C3CCCC3)c(=O)n2c1 ?
MITF inh: 5; FBW7 act: 0.1; TEAD-YAP block: 6; GPR151 ag: 0.4

Results for O=C(O)c1ccc(NC2OCC(O)C(O)C2O)cc1[N+](=O)[O-] (stereo not given) ?
MITF inh: -2; FBW7 act: -0.1; TEAD-YAP block: 7; GPR151 ag: -0.2

How did CCOc1cc(/C=C2\N=C(c3ccccc3C)OC2=O)ccc1OC(C)=O do in these assays?
MITF inh: 13; FBW7 act: 0.0; TEAD-YAP block: 10; GPR151 ag: 1.6

How did CCCCc1ccc(C(=O)N/C(=C\c2ccc(F)cc2)C(=O)Nc2ccc(Cl)c([N+](=O)[O-])c2)cc1 do in these assays?
MITF inh: 4; FBW7 act: 0.0; TEAD-YAP block: 9; GPR151 ag: 0.7

How did CC(C)(C)OC(=O)NNC(=S)Nc1ccc(S(N)(=O)=O)cc1 do in these assays?
MITF inh: -8; FBW7 act: 0.3; TEAD-YAP block: 2; GPR151 ag: 1.5

What do the screens show for `O=C(NCCc1ccccc1)c1cc2c(s1)CSC2`?
MITF inh: 17; FBW7 act: 0.0; TEAD-YAP block: -42; GPR151 ag: -1.7

What do the screens show for `COc1ccc2nc(-c3ccc(NS(=O)(=O)c4cc(Cl)ccc4Cl)cc3)cn2n1`?
MITF inh: -26; FBW7 act: -0.4; TEAD-YAP block: -37; GPR151 ag: 2.8

Results for CC(C)Cn1c(-c2ccc(S(=O)(=O)N3CCOCC3)cc2)csc1=Nc1ccc(F)cc1 ?
MITF inh: 4; FBW7 act: 0.0; TEAD-YAP block: 4; GPR151 ag: 0.4

Reprinted from the part before: 2 compounds, then new ones.
What do the screens show for `COc1ccc2nc(-c3ccc(NS(=O)(=O)c4cc(Cl)ccc4Cl)cc3)cn2n1`?
MITF inh: -26; FBW7 act: -0.4; TEAD-YAP block: -37; GPR151 ag: 2.8

Results for CC(C)Cn1c(-c2ccc(S(=O)(=O)N3CCOCC3)cc2)csc1=Nc1ccc(F)cc1 ?
MITF inh: 4; FBW7 act: 0.0; TEAD-YAP block: 4; GPR151 ag: 0.4

How did CCc1ccc(/C=N/n2c(-c3ccc4c(c3)NC(=O)CO4)csc2=NCCOC)cc1 do in these assays?
MITF inh: -6; FBW7 act: -0.1; TEAD-YAP block: 28; GPR151 ag: 3.1

How did CC(C)N(CCNc1ccnc(NCCCN2CCCC2=O)n1)C(C)C do in these assays?
MITF inh: 7; FBW7 act: 0.1; TEAD-YAP block: 2; GPR151 ag: -1.9

How did CN(CC(=O)Nc1ccc(C(N)=O)cc1)CC(=O)Nc1ccccc1Br do in these assays?
MITF inh: 5; FBW7 act: 0.2; TEAD-YAP block: -2; GPR151 ag: -0.5

Results for O=C(Nc1sc2c(c1C(=O)N1CCCCCC1)CCC2)c1ccccc1F ?
MITF inh: 6; FBW7 act: 0.1; TEAD-YAP block: -7; GPR151 ag: -1.1

How did COc1nc(NCCCN2CCCC2=O)nc(-c2cccc(C(C)=O)c2)n1 do in these assays?
MITF inh: -11; FBW7 act: 0.2; TEAD-YAP block: 0; GPR151 ag: 1.0

How did CCOC(=O)N1CCN(C2c3ccccc3CC2NS(=O)(=O)c2ccccc2)CC1 (stereo not given) do in these assays?
MITF inh: 8; FBW7 act: 0.1; TEAD-YAP block: 3; GPR151 ag: 0.2

What do the screens show for `COc1ccc(NC2=CC(=O)N(Cc3ccco3)C2=O)c(OC)c1`?
MITF inh: 9; FBW7 act: 0.0; TEAD-YAP block: -6; GPR151 ag: -0.5

What do the screens show for `CCOCCCn1c(=S)[nH]c2cc(C(=O)NC3CCN(C(=O)OCC)CC3)ccc2c1=O`?
MITF inh: 5; FBW7 act: 0.3; TEAD-YAP block: -1; GPR151 ag: -0.1

Results for O=C(NCCSCc1ccco1)c1ccc(-c2ccccc2)cc1 ?
MITF inh: -9; FBW7 act: -0.2; TEAD-YAP block: -39; GPR151 ag: 1.2

Results for Cc1ccccc1-c1nnc(N(C(=O)C2CCC2)C(C)C)s1 ?
MITF inh: -4; FBW7 act: 0.1; TEAD-YAP block: -11; GPR151 ag: 0.6

What do the screens show for `COCCN(CCOC)Cn1nc(Nc2ccccc2F)sc1=S`?
MITF inh: -10; FBW7 act: -0.2; TEAD-YAP block: -28; GPR151 ag: -0.5

How did CCOc1ccc(C2CC(=O)NC(SCC)=C2C#N)cc1 (stereo not given) do in these assays?
MITF inh: 3; FBW7 act: -0.1; TEAD-YAP block: -2; GPR151 ag: 2.5

Reprinted from the entries so far, three compounds:
How did CCc1ccc(/C=N/n2c(-c3ccc4c(c3)NC(=O)CO4)csc2=NCCOC)cc1 do in these assays?
MITF inh: -6; FBW7 act: -0.1; TEAD-YAP block: 28; GPR151 ag: 3.1

How did CC(C)N(CCNc1ccnc(NCCCN2CCCC2=O)n1)C(C)C do in these assays?
MITF inh: 7; FBW7 act: 0.1; TEAD-YAP block: 2; GPR151 ag: -1.9

How did CN(CC(=O)Nc1ccc(C(N)=O)cc1)CC(=O)Nc1ccccc1Br do in these assays?
MITF inh: 5; FBW7 act: 0.2; TEAD-YAP block: -2; GPR151 ag: -0.5

Some of these compounds in order of molecular weight, rising:
Results for Cc1ccccc1-c1nnc(N(C(=O)C2CCC2)C(C)C)s1 ?
MITF inh: -4; FBW7 act: 0.1; TEAD-YAP block: -11; GPR151 ag: 0.6

How did CC(C)N(CCNc1ccnc(NCCCN2CCCC2=O)n1)C(C)C do in these assays?
MITF inh: 7; FBW7 act: 0.1; TEAD-YAP block: 2; GPR151 ag: -1.9

How did CCc1ccc(/C=N/n2c(-c3ccc4c(c3)NC(=O)CO4)csc2=NCCOC)cc1 do in these assays?
MITF inh: -6; FBW7 act: -0.1; TEAD-YAP block: 28; GPR151 ag: 3.1

Following part
What do the screens show for `CC(=O)Nc1ccc(NC(=O)c2cnc(-c3cccc(C(C)=O)c3)s2)cc1`?
MITF inh: 15; FBW7 act: 0.8; TEAD-YAP block: -27; GPR151 ag: 1.5

How did O=C(Nc1cccnc1)c1ccc2c(=O)n3c4ccccc4nc3c3cccc1c23 do in these assays?
MITF inh: 4; FBW7 act: 1.4; TEAD-YAP block: -4; GPR151 ag: 0.0

Results for CCS(=O)(=O)N1CCC(NC(=O)C2CCCCC2)CC1 ?
MITF inh: 0; FBW7 act: -0.2; TEAD-YAP block: -4; GPR151 ag: 0.4

How did NC(=O)CSc1nc(-c2ccccc2)cs1 do in these assays?
MITF inh: -8; FBW7 act: -0.1; TEAD-YAP block: -24; GPR151 ag: -8.1

How did COc1ccc2c(c1)sc1ncc(C(=O)N3CCC4(CC3)OCCO4)c(=O)n12 do in these assays?
MITF inh: 11; FBW7 act: 1.2; TEAD-YAP block: -6; GPR151 ag: -0.3

Results for Cc1cccc(N=c2oc3ccc(Cl)cc3cc2C(N)=O)c1 ?
MITF inh: -4; FBW7 act: 0.2; TEAD-YAP block: -2; GPR151 ag: 1.0

How did O=C(O)c1cccc(NC(=O)c2ccccc2NC(=O)c2cccs2)c1 do in these assays?
MITF inh: -14; FBW7 act: 0.0; TEAD-YAP block: -7; GPR151 ag: -0.3

How did COc1ccc2oc(=N)c(C(=O)Nc3ccccc3Cl)cc2c1 do in these assays?
MITF inh: 7; FBW7 act: 0.1; TEAD-YAP block: -45; GPR151 ag: -0.7

How did CCOc1cc(-c2nnc(NC(=O)c3cccc(F)c3)o2)cc(OCC)c1OCC do in these assays?
MITF inh: 17; FBW7 act: 0.4; TEAD-YAP block: 13; GPR151 ag: 0.4

How did O=[N+]([O-])c1c(NCCCO)cc(N2CCCCCC2)c2nonc12 do in these assays?
MITF inh: 11; FBW7 act: 0.3; TEAD-YAP block: 13; GPR151 ag: 0.1

Results for COC(=O)CNC(=O)C1Cc2ccccc2CN1S(=O)(=O)c1ccc(F)cc1 (stereo not given) ?
MITF inh: 0; FBW7 act: 0.2; TEAD-YAP block: 8; GPR151 ag: 0.0

Results for CCCCC1CN(CCC(=O)NCc2nc(C)cs2)Cc2ccccc2O1 (stereo not given) ?
MITF inh: 7; FBW7 act: 0.3; TEAD-YAP block: -1; GPR151 ag: -0.9

What do the screens show for `O=C(c1cc2ccccc2oc1=O)N1CCSC1c1cccc(Cl)c1` (stereo not given)?
MITF inh: 45; FBW7 act: -0.1; TEAD-YAP block: 5; GPR151 ag: 1.1

What do the screens show for `CCCNC(=O)COC(=O)CCOc1ccc(OC)cc1`?
MITF inh: -2; FBW7 act: -0.1; TEAD-YAP block: 2; GPR151 ag: 1.0

What do the screens show for `CCC(CO)Nc1ncnc2c1cnn2-c1ccc(OC)cc1` (stereo not given)?
MITF inh: -6; FBW7 act: -0.1; TEAD-YAP block: 2; GPR151 ag: -0.1

Results for CCOc1ccccc1NC(=O)C(=O)N/N=C/c1c(O)ccc2ccccc12 ?
MITF inh: -2; FBW7 act: 0.0; TEAD-YAP block: 17; GPR151 ag: 1.0

Results for O=C1CC(C(=O)NCCc2ccccc2)SC(=Nc2ccccc2)N1 (stereo not given) ?
MITF inh: 16; FBW7 act: 0.7; TEAD-YAP block: 8; GPR151 ag: -0.1

Results for Cc1ccc(C(C(=O)NC2CCCCC2)N2CCOCC2)cc1 (stereo not given) ?
MITF inh: 7; FBW7 act: 0.7; TEAD-YAP block: -7; GPR151 ag: 0.1

How did NC(=O)c1c(NC(=O)c2cccs2)sc2c1CCCCCC2 do in these assays?
MITF inh: 2; FBW7 act: 0.9; TEAD-YAP block: -45; GPR151 ag: 0.3

Results for COc1ccccc1NC(=O)CCCC(=O)OCC(=O)c1ccc(C)c([N+](=O)[O-])c1 ?
MITF inh: 4; FBW7 act: -0.1; TEAD-YAP block: -7; GPR151 ag: 1.9

How did Cc1ccc(O)c(NS(=O)(=O)c2ccc3[nH]cc(C(=O)O)c(=O)c3c2)c1 do in these assays?
MITF inh: 5; FBW7 act: 0.2; TEAD-YAP block: 17; GPR151 ag: 1.5

How did NC(=O)c1ccc(NC(=O)CSc2nnc(N)s2)cc1 do in these assays?
MITF inh: 9; FBW7 act: 0.0; TEAD-YAP block: 7; GPR151 ag: -1.3

What do the screens show for `COc1ccc(CCc2nnc(CCC(=O)NC(C)c3ccc(F)cc3)o2)cc1` (stereo not given)?
MITF inh: 5; FBW7 act: -0.2; TEAD-YAP block: -3; GPR151 ag: 1.4

How did Cc1[nH]c(=O)[nH]c(=O)c1S(=O)(=O)Nc1ccc(OCC(=O)N2CCOCC2)cc1 do in these assays?
MITF inh: -12; FBW7 act: -0.1; TEAD-YAP block: 1; GPR151 ag: -0.9

What do the screens show for `COc1ccc(-c2cc(C(=O)N3CCCCC3C)no2)cc1OC` (stereo not given)?
MITF inh: -6; FBW7 act: 0.1; TEAD-YAP block: -17; GPR151 ag: -0.7

How did CCc1nn(CC(=O)NCCN(C)C2CCCCC2)c(=O)c2cc3sccc3n12 do in these assays?
MITF inh: 37; FBW7 act: 0.0; TEAD-YAP block: 5; GPR151 ag: 0.8

Results for CC(=O)C1=C(C)Nc2nnnn2C1c1cccc([N+](=O)[O-])c1 (stereo not given) ?
MITF inh: -4; FBW7 act: -0.1; TEAD-YAP block: -1; GPR151 ag: -0.7

What do the screens show for `C=CCOc1c(Cl)cc(/C=C2\NC(=S)N(C)C2=O)cc1OCC`?
MITF inh: 6; FBW7 act: 0.0; TEAD-YAP block: 4; GPR151 ag: 0.5

What do the screens show for `CCCCCC(=O)Nc1nnc(C(C)C)s1`?
MITF inh: 5; FBW7 act: 0.0; TEAD-YAP block: -9; GPR151 ag: 1.8

Results for COc1cc(C#N)ccc1OC(=O)c1ccc2c(c1)S(=O)(=O)c1ccccc1C2=O ?
MITF inh: 4; FBW7 act: -0.1; TEAD-YAP block: 7; GPR151 ag: 3.7

What do the screens show for `CCOC(=O)CNC(=O)c1ccc([N+](=O)[O-])cc1Cl`?
MITF inh: 15; FBW7 act: 0.1; TEAD-YAP block: -8; GPR151 ag: 1.1

What do the screens show for `O=S(Cc1ccccc1)c1nc2ccccc2s1` (stereo not given)?
MITF inh: -2; FBW7 act: 0.1; TEAD-YAP block: 21; GPR151 ag: 1.4

What do the screens show for `Cc1ccc2c(c1)c(=O)c(C(=O)O)cn2C`?
MITF inh: 2; FBW7 act: -0.3; TEAD-YAP block: -2; GPR151 ag: 0.8

What do the screens show for `CC1CCC(NS(=O)(=O)c2ccc(S(=O)(=O)NC3CCCCC3C)cc2)CC1` (stereo not given)?
MITF inh: 0; FBW7 act: -0.3; TEAD-YAP block: -3; GPR151 ag: 0.9

What do the screens show for `O=[N+]([O-])c1ccccc1/C=N/n1c(-c2ccccc2)n[nH]c1=S`?
MITF inh: 15; FBW7 act: 0.1; TEAD-YAP block: 1; GPR151 ag: -1.0

Results for CCOC(=O)c1sc2nc(C)n(CC(=O)Nc3ccc(C)c(Cl)c3)c(=O)c2c1C ?
MITF inh: -6; FBW7 act: -0.2; TEAD-YAP block: 18; GPR151 ag: 1.0

How did COC(=O)c1ccc(N2CC(O)=C(c3nc4ccccc4s3)C2=N)cc1 do in these assays?
MITF inh: 14; FBW7 act: 1.1; TEAD-YAP block: 2; GPR151 ag: -0.8
